USP1 inh – Inhibitors of USP1/UAF1: Primary Screen; Ubiquitin carboxyl-terminal hydrolase 1 (Homo sapiens), O94782; recombinant USP1/UAF1, Ub-Rhodamine cleavage fluorescence; Potency, µM (titrated, usually from 57.1 µM), inactives show top-dose activity change, negative = inhibition, actives largely listed as inhibitors; hit rate 0.23% among 390,000; AID 743255, 2014; note: potency is the fitted concentration of half-maximal effect; % is set by controls: 0 for no effect and ±100 for the full control effect; nearly all actives have a fitted effect of over 60% in size; inactives centre near -12
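USP1/UAF1 complex at 1 nM was preincubated with compound for 15 min at room temperature, then Ub-Rho substrate (150nM final) was added. Fluorescence (480/540 nm) was read kinetically, 6 reads every 60 seconds.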
rTrxR1 inhibitor – qHTS Assay for Inhibitors of Mammalian Selenoprotein Thioredoxin Reductase 1 (TrxR1): qHTS; Thioredoxin reductase 1, cytoplasmic (Rattus norvegicus), O89049; recombinant rTrxR1, NADPH fluorescence consumption, selenite substrate; Potency, µM (top dose mostly 114 µM), for inactives: top-dose activity change, negative = inhibition, actives largely listed as inhibitors; hit rate 1% among 390,000; AID 588453, 2011; note: potency is the fitted concentration of half-maximal effect; % is set by controls: 0 for no effect and ±100 for the full control effect; nearly all actives have a fitted effect of over 65% in size
Target sequence (O89049 whole entry, looked up): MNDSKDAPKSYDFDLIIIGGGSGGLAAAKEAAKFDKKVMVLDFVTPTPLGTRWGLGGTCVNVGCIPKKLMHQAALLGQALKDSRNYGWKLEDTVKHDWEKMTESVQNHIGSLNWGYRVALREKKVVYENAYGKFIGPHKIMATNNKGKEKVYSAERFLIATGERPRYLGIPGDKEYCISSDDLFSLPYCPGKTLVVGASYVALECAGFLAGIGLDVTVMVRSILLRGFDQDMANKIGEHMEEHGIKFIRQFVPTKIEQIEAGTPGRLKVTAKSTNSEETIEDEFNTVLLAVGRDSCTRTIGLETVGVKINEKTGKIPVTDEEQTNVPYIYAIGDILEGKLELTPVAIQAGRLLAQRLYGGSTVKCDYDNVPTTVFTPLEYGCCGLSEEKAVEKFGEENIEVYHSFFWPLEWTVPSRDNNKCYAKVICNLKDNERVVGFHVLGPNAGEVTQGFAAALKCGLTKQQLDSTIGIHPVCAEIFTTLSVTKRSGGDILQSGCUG
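Rat TrxR1 (90 nM in the dispensed reagent) was pre-reduced with 400 uM NADPH for 5 min at room temperature, then incubated with compound for 15 min. After 400 uM selenite was added, NADPH fluorescence (Ex 340/Em 450 nm) was followed for 8 min.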
TRHR agonist – qHTS for Small Molecule Agonists and Allosteric Enhancers of Human TRH Receptor: Primary Screen for Agonists. Thyrotropin-releasing hormone receptor (Homo sapiens), P34981. activation, % at 2 µM. hit rate 0.18% among 360,000. TRHR cells, calcium flux fluo-8, FDSS agonist mode; in the data active = activation above about 30%; note: 0% is about no effect
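Read-out: compound-evoked intracellular calcium rise in TRHR cells, fluo-8 dye, kinetic FDSS fluorescence at 1 s/cycle following a 10-cycle baseline. Cells cultured overnight before dye loading (30 min–1.5 h, RT).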
Pin1 inhibitor – qHTS Assay to Find Inhibitors of Pin1 | hit rate 0.009% among 390,000 | Pin1 FP peptide displacement, HiFluor488, 10 min | AID 504891, 2011 | Peptidyl-prolyl cis-trans isomerase NIMA-interacting 1 (Homo sapiens), Q13526 | Potency, µM (titrated, usually from 115 µM), for inactives: top-dose activity, negative = inhibition, actives largely listed as inhibitors; active = well fitted inhibition curve with a large enough effect in the polarisation, with a control signal flat, not every such curve was filed as active; inconclusive = small, poorly fitted or top-dose-only effect, or effect the other way, or a change in a side signal; inactive = no such curve, though single readings can be large or run the other way; the % refers to the polarisation; note: potency is the fitted concentration of half-maximal effect; % is set by controls: 0 for no effect and ±100 for the full control effect
Target sequence (Q13526 whole entry, looked up): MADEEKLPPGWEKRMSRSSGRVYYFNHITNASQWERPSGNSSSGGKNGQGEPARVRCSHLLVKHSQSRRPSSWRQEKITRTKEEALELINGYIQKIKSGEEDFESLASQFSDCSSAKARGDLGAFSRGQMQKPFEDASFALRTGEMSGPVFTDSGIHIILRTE
TrxR1 substrate – qHTS Assay for Substrates of Mammalian Selenoprotein Thioredoxin Reductase 1 (TrxR1): qHTS; Thioredoxin reductase 1, cytoplasmic (Rattus norvegicus), O89049; purified TrxR1 substrate turnover, NADPH consumption readout; Potency, µM (series often up to 114 µM), for inactives: top-dose activity change, negative = substrate turnover; hit rate 0.01% among 390,000; AID 588456, 2011; note: potency is the fitted concentration of half-maximal effect; % is set by controls: 0 for no effect and ±100 for the full control effect; nearly all actives have a fitted effect of over 50% in size
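Rat TrxR1, dispensed at 90 nM, was prereduced with 400 uM NADPH (final) for 5 min at ~22 deg C, then incubated with compound 15 min before 400 uM selenite. A first-read NADPH fluorescence drop versus no-compound background flagged substrates.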
D2 agonist – HTS Assay for Allosteric Agonists of the Human D2 Dopamine Receptor: Primary Screen for Agonists. D(2) dopamine receptor (Homo sapiens), P14416. HEK293 T-REx D2 cells, calcium flux agonist mode. activation, % at 2 µM. hit rate 0.53% among 340,000. AID 485358, 2010;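 active = activation over 3 SD above normal in the single-dose calcium agonist read, cut at about 30% in these data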; note: 0% is about no effect
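In this primary screen, compounds producing a positive calcium signal within 180 s of addition to tetracycline-induced, force-coupled HEK293 Trex D2 cells are flagged; cells are dye-loaded with a no-wash calcium kit beforehand.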
TRHR PAM – qHTS for Small Molecule Agonists and Allosteric Enhancers of Human TRH Receptor: Primary Screen for Enhancers; TRHR cells, fluo-8 calcium fluorescence, EC20 TRH enhancement; enhancement, % at 2 µM; hit rate 0.66% among 360,000; AID 493056, 2011; in the data active = enhancement above about 30%; note: 0% is about no effect
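Enhancer read-out: after compound pinning and an initial kinetic agonist-mode read, an EC20 of TRH (10 nM final) was injected and fluo-8 calcium signal (Ex 480/Em 530) followed at 1 s/cycle for 100 cycles in TRHR-expressing cells.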
D2 antag – HTS Assay for Allosteric Antagonists of the Human D2 Dopamine Receptor: Primary Screen for Antagonists | inhibition, % at 10 µM | HEK293 TREx D2 cells, calcium flux, dopamine EC80 | hit rate 2% among 340,000; in the data active = inhibition above about 30%; note: 0% is about no effect
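Tetracycline-induced HEK293 T-REx cells expressing D2 force-coupled to calcium signalling were dye-loaded, exposed to compound for 180 s, then challenged with an EC80 of dopamine; calcium flux was followed kinetically for a further 180 s.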
mIDH1 inhibitor – qHTS for Inhibitors of mutant isocitrate dehydrogenase 1 (IDH1): qHTS | hit rate 0.093% among 390,000 | Potency, µM (titrated, usually from 76.6 µM), without a hit: at the top dose activity change, negative = inhibition, actives largely listed as inhibitors | Isocitrate dehydrogenase [NADP] cytoplasmic (Homo sapiens), O75874 | AID 602179, 2012 | IDH1-R132H enzyme, NADPH consumption, diaphorase/resazurin fluorescence; note: potency is the fitted concentration of half-maximal effect; % is set by controls: 0 for no effect and ±100 for the full control effect; nearly all actives have a fitted effect of over 65% in size
Target sequence (O75874 whole entry R132H, stated change not applied): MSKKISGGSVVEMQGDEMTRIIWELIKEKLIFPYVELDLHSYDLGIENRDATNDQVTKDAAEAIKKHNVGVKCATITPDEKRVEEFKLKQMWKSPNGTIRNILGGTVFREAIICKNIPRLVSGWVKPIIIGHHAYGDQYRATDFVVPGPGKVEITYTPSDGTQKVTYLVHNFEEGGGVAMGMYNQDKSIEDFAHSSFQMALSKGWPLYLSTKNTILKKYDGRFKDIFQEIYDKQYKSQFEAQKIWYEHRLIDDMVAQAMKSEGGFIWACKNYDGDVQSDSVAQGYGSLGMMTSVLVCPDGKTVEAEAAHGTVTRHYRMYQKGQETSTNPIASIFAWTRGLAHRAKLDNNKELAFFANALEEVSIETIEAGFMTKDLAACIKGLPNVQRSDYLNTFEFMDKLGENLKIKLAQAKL
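IDH1-R132H (0.5 ug/mL) preincubated 30 min with compound, then NADPH (0.016 mM) and alpha-KG (2 mM) added; 80 min at RT, pH 7.5. Remaining NADPH coupled via diaphorase/resazurin to fluorescence (540/590 nm); concentration-response curves normalized to no-enzyme control.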
Starred values were filed as active, the others as inactive; ? = inconclusive; . = no result given; [ ] = remark or other dose. Unless noted, calls come from the whole dose curve; as a rule, active = well fitted inhibition curve with a large enough effect; inconclusive = small, poorly fitted or top-dose-only effect; inactive = no such curve, though single readings can be large or run the other way. Only part of the results is shown. The share of hits here may be higher or lower than overall.

No.	canonical_smiles	rTrxR1 inhibitor	D2 antag	TRHR PAM	TRHR agonist	Pin1 inhibitor	D2 agonist	USP1 inh	TrxR1 substrate	mIDH1 inhibitor
1	CCCCNC(=O)C1CCC(Cn2c(=O)c3sccc3n(Cc3ccccc3)c2=O)CC1 (centres undefined)	14%[57.1 µM]	.	11	0.5	-1%	1.5	-19%	-1%[57.1 µM]	-7%
2	O=C1NCC(O)=C1C=Nc1ccccc1O	-9%	.	-1	0.4	-2%	.	-9%	-5%	10%
3	Cc1ccc(S(=O)(=O)N2CCCC2C(=O)NCc2ccccc2Cl)cc1 (centres undefined)	10%	3	7	-0.5	0%	-0.7	-13%	4%	4%
4	Cc1ccc(-c2cn(CCC(=O)O)c(-c3ccc(Cl)nc3)n2)cc1	7%[57.1 µM]	4	2	-0.2	-1%	-1.0	2%	5%[57.1 µM]	2%
5	CC(C)CC(=O)Nc1ccnn1C1CCN(C(=O)c2ccc(F)cc2Cl)CC1	-6%	-16	-12	0.3	-5%	0.0	-5%	-3%	5%
6	COc1cccc(CNc2cc(CSc3ccc(Cl)cc3)nc(C)n2)c1	18%[57.1 µM]	3	-17	-0.6	11%	0.3	-3%	4%[57.1 µM]	-2%
7	CCN(CC)C(=O)c1[nH]cnc1C(=O)N[C@@H](Cc1ccccc1)C(=O)OCc1ccccc1	8%	9	-4	-0.3	-16%	-0.1	?	11%[57.1 µM]	-12%
8	Cc1ccc(C(=O)c2coc3c2C(=O)C(=O)c2ccccc2-3)cc1	8%	-3	-2	0.1	0%	-1.2	-18%	-3%	18%

No.	canonical_smiles	rTrxR1 inhibitor	D2 antag	TRHR PAM	TRHR agonist	Pin1 inhibitor	D2 agonist	USP1 inh	TrxR1 substrate	mIDH1 inhibitor
9	Cc1cccc(C)c1NC(=O)CNC(=O)c1ccc2nc[nH]c2c1	17%	-17	0	-0.1	-4%	0.0	-17%	6%	0%
10	O=C1CC(C(=O)Nc2ccc(Cl)cc2)S/C(=N\N=C\c2ccco2)N1 (centres undefined)	8%	0	10	-0.2	7%	0.7	-4%	-6%	-5%
11	COc1cccc(NC(=S)NNC(=O)c2ccccc2OC(F)F)c1	-14%	7	5	0.2	-3%	-0.2	8%	3%	3%
12	Cc1ccc(S(=O)(=O)N2CCN=C2SC(C)c2ccccc2)cc1 (centres undefined)	12%	9	-4	0.0	3%	0.9	-18%	4%	9%
13	N#Cc1nc(COc2cccc(Cl)c2)oc1NCc1ccncc1	2%	22	3	-0.3	-10%	0.0	-5%	6%	11%
14	CCc1nnc(NC(=O)c2cc3ccccc3oc2=O)s1	-15%	-5	0	-0.7	3%	1.1	-18%	-8%	8%
15	COc1ccc(C(C(=O)NC2CCCC2)N(C(=O)c2snc(-c3ccc(F)cc3)c2N)c2cccc(F)c2)cc1 (centres undefined)	5%[57.1 µM]	11	-4	0.5	-1%	0.0	-3%	2%[57.1 µM]	2%
16	COc1ccc(C(CCN(Cc2ccc(OC)c(OC)c2)C(C)=O)c2ccccc2)cc1 (centres undefined)	13%	.	15	-0.9	29%	.	-1%	-9%	5%

No.	canonical_smiles	rTrxR1 inhibitor	D2 antag	TRHR PAM	TRHR agonist	Pin1 inhibitor	D2 agonist	USP1 inh	TrxR1 substrate	mIDH1 inhibitor
17	CCO[C@H]1OC(C(=O)N2CCN(Cc3ccccc3)CC2)=C[C@@H](c2ccc(C(F)(F)F)cc2)[C@@H]1CCCO	-7%	1	-2	1.2	?	2.6	6%	-9%	-1%
18	O=C(c1ccc(S(=O)(=O)Nc2ccccc2F)cc1)N1CCCC1	4%	51*	-23	-0.2	-2%	-0.8	-4%	2%	-11%
19	Fc1ccc(COc2ccc3ccccc3c2CNc2nn[nH]n2)cc1	3%	-14	3	-0.2	5%	1.7	-10%	-2%	-1%
20	Cc1cc(C)n(-c2nc3ccccc3c(=O)n2OCC#N)n1	11%	-14	3	0.3	-1%	1.4	-32%	1%	-9%
21	CCC(=O)Nc1nnc(SCC(=O)NC2CCCC2)s1	9%	-39	-1	0.5	-7%	0.4	-6%	-3%	0%
22	CC(C)COc1ccc(/C=C2/Sc3ccccc3C2=O)cc1	11%[57.1 µM]	13	5	2.0	?	1.2	-11%	-13%	-8%
23	COc1ccc(CCn2c(=S)[nH]c3cc(C(=O)NCc4ccco4)ccc3c2=O)cc1OC	-5%	9	-3	-1.0	20%	0.0	-24%	6%	-7%
24	CCNC(=S)N1CCC(n2cnc3ccccc32)CC1	20%	1	-3	0.1	-3%	0.6	-23%	0%	-10%

No.	canonical_smiles	rTrxR1 inhibitor	D2 antag	TRHR PAM	TRHR agonist	Pin1 inhibitor	D2 agonist	USP1 inh	TrxR1 substrate	mIDH1 inhibitor
25	COc1ccccc1N1CCN(/N=C/c2cccc(O)c2)CC1	10%	-12	-3	-1.3	-5%	-1.8	-22%	4%	3%
26	N#CC1(NC(=O)CN2CCc3ccccc3C2)CCCC1	25%[57.1 µM]	8	4	0.2	3%	16	-20%	6%[57.1 µM]	-4%
27	CCCNC(=O)C(Cc1ccccc1C)NC(=O)c1ccc(C(F)(F)F)cc1 (centres undefined)	8%	-14	0	-0.7	-3%	0.2	-26%	4%	-7%
28	Cc1ccccc1OCC(=O)NCCS(=O)(=O)N1CCN(c2ccc(F)cc2)CC1	-11%	-7	4	-0.1	-1%	-0.6	2%	-13%	-1%
29	COc1ccc(NS(=O)(=O)c2ccc(C)c(C(=O)NC3CCN(Cc4ccccc4)CC3)c2)cc1	-6%	26	-4	0.4	2%	0.4	2%	-7%	6%
30	Cc1ccnc(NC(=O)COc2ccccc2[N+](=O)[O-])c1	.	-35	0	0.4	.	0.0	.	.	.
31	CC(C)CCN1C(=O)c2ccc(C(=O)OCC(=O)N(C)C3CCS(=O)(=O)C3)cc2C1=O (centres undefined)	9%	8	-6	0.2	-8%	-0.3	-9%	5%	1%
32	COc1ccc2[nH]c3c(c2c1)CCN1C(=O)C(CC(=O)NC/C=C(\C)CCC=C(C)C)C[C@H](C(=O)N(C(C)C)C(C)C)[C@@]31C (some centres undefined)	-10%	.	.	.	?	.	-32%	-16%	-11%

No.	canonical_smiles	rTrxR1 inhibitor	D2 antag	TRHR PAM	TRHR agonist	Pin1 inhibitor	D2 agonist	USP1 inh	TrxR1 substrate	mIDH1 inhibitor
33	CCOC(=O)c1c(C)[nH]c(C(C)=NNC(=O)Cn2nc(C)cc2C)c1C	11%	.	.	.	3%	.	-13%	-9%	6%
34	O=C(Nc1ccc(CN2CCOCC2)cc1)c1cccc(-c2cc3ccccc3oc2=O)c1	3%	-17	1	1.0	8%	0.3	-21%	1%	6%
35	Cn1nnnc1SCC(=O)Nc1ccccc1C(=O)NC1CC1	4%	-2	0	0.6	-1%	0.2	1%	4%	2%
36	COc1ccc(/C=C/C(=O)Nc2cccnc2)cc1OC	14%[57.1 µM]	5	-2	0.3	2%	12	-4%	4%[57.1 µM]	-11%
37	Cc1ccc(C(c2nnnn2C(C)(C)C)N2CCc3ccccc3C2)cc1 (centres undefined)	.	-3	4	-0.2	.	-0.8	.	.	.
38	S=C(NCCC1=CCCCC1)Nc1ccc(Cl)cc1	-9%	5	-1	0.6	-2%	4.2	-3%	-11%	4%
39	O=C(COC(=O)c1nc(Cl)ccc1Cl)NC1CCCCC1	10%	29	-2	-0.1	0%	-0.3	-3%	6%	10%
40	CCCNc1nc(C)c(C(C)=O)cc1C#N	13%[57.1 µM]	1	1	-0.1	-4%	-0.1	-25%	11%[57.1 µM]	1%

No.	canonical_smiles	rTrxR1 inhibitor	D2 antag	TRHR PAM	TRHR agonist	Pin1 inhibitor	D2 agonist	USP1 inh	TrxR1 substrate	mIDH1 inhibitor
41	COc1ccc(C2=NN(C(=O)CSc3ncccn3)C(c3ccc(C)cc3)C2)cc1 (centres undefined)	-2%	-18	4	-0.8	56%[activator]	-1.1	-12%	2%	-1%
42	O=C(CSc1nnc(CNC(=O)c2c(F)cccc2Cl)o1)Nc1cccc(F)c1	3%	.	-4	0.2	1%	0.6	1%	-3%	0%
43	CC(=O)Cn1ncc(N2CCOCC2)cc1=O	19%	2	3	-0.3	8%	-1.9	-24%	3%	7%
44	Cc1ccccc1NC(=O)c1ccccc1NS(=O)(=O)c1cccc2cccnc12	3%	1	1	-0.4	1%	-0.5	-19%	-5%	2%
45	COc1cc(NS(=O)(=O)c2ccc(NC(=O)/C=C/c3cccc([N+](=O)[O-])c3)cc2)ncn1	-5%	-2	4	-0.7	-1%	-0.9	-12%	-6%	-1%
46	COc1cc(-c2nc3c(c(C)nn3-c3ccccc3)c3cc(OC)c(OC)cc23)ccc1O	7%[57.1 µM]	17	-5	-1.0	4%	1.0	3%	48%	?
47	CC1(C)CC(=O)c2c(O)cc(OCc3ccc([N+](=O)[O-])cc3)cc2O1	-9%	-4	1	-0.4	-2%	0.4	-11%	-10%	7%
48	CCn1c(=O)n(CC)c2cc(N3CCCC3)c(NC(=O)c3ccccc3F)cc21	19%	-6	-2	-0.8	-5%	-1.0	-24%	-1%	-13%
